tim23-1 inh – growth inhibitors of tim23-1 mutant yeast, primary screen, luminescence, uHTS | inhibition, % at 20 µM | S. cerevisiae tim23-1 growth, BacTiter-Glo luminescence, 24 h | AID 463212, 2010 | 330,000 compounds, 1.3% hits;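 active = growth inhibition of the mutant yeast at or above 50%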;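 note: temperature-sensitive mutant grown at 25 °C; plate controls were DMSO-treated mutant yeast for no effect and medium wells lacking yeast for full effect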
NR3A LBD binder – binders of NR3A ligand-binding domain, primary screen, biophysical, differential scanning fluorimetry, uHTS. Tm shift relative to glycine control, % at 25 µM. AID 1259313, 2017. 340,000 compounds, 2.5% hits. Glutamate receptor ionotropic, NMDA 3A (GRIN3A) ligand-binding domain. NR3A LBD differential scanning fluorimetry, Tm shift; 0% = protein alone, 100% = glycine-bound protein;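 active = melting temperature shift of at least 10% of the positive control shift, at one fixed dose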
TIM10 inh – growth inhibitors of isogenic TIM10 control yeast, primary screen, counter-screen for tim10-1 yeast inhibitor project, luminescence, uHTS; S. cerevisiae TIM10 strain growth, BacTiter-Glo luminescence, 24 h; inhibition, % at 10 µM; 330,000 compounds, 1.4% hits;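 active = inhibition of 40% or more at the single tested concentration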;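 note: wild-type TIM10 isogenic control strain grown at permissive 25 °C; 0% = DMSO yeast wells and 100% = minimal medium wells without yeast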
CHOP UPR activ – activators of apoptotic CHOP UPR arm, primary screen, cell-based, CHO-CHOP luciferase reporter, luminescence, uHTS | 330,000 compounds, 0.34% hits | UPR activation; percent of tunicamycin response over DMSO baseline | activation, % at 10 µM;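 active = at 10 µM dose, activation of 40% or more, normalized to positive control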;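 note: 100% = tunicamycin at 10 µg/mL and 0% = DMSO alone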
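Assay system: CHO-CHOP cells, stable luciferase reporter of PERK-eIF2a-CHOP signalling / Buffer or medium: F12 plus 10% serum / Compound dosing: one dose, 10 µM in 0.5% DMSO / Times: 6 h compound treatment, 37 °C / Technique: luciferase luminescence / Read-out: % reporter activation, DMSO baseline versus tunicamycin full activation / Benchmarks: tunicamycin and DMSO controls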
APJ ag – agonists of human apelin receptor APJ, primary screen, CHO-K1 cells, PathHunter beta-arrestin, luminescence; 0% DMSO wells, 100% apelin; 330,000 compounds, 0.11% hits; activation, % at 20 µM; P35414;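 active = activation more than six SD over the plate average, tested at 20 µM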;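 note: 0% = DMSO alone and 100% = apelin-13 at 10 nM; some results filed as inactive read as strong as hits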
Target sequence (P35414 whole entry, looked up): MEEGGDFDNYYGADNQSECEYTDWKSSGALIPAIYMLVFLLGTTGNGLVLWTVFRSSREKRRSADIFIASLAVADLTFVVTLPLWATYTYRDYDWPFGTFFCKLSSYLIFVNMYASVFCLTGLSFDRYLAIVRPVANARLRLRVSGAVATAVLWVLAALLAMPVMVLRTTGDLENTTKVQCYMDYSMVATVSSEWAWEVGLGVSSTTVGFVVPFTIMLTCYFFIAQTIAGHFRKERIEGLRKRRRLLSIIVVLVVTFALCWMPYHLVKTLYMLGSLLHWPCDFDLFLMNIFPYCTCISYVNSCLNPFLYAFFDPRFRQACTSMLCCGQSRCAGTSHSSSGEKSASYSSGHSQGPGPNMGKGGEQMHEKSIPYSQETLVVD
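Assay system: engineered CHO-K1 APJ arrestin reporter cells; Amount: 1000 CHO-K1 reporter cells seeded per well; Dosing: one dose, 20 µM compound, 1% DMSO; Times: compound stimulation 90 min at 25 °C, detection 60 min; Measured by: luminescent beta-gal fragment complementation, chemiluminescent substrate; Read-out: APJ–arrestin association signal; Controls: DMSO vs Apelin-13 10 nM.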
tim10-1 inh – growth inhibitors of tim10-1 mutant yeast, primary screen, luminescence, uHTS; S. cerevisiae tim10-1 ts strain growth, BacTiter-Glo, 24 h; 330,000 compounds, 2.2% hits; inhibition, % at 20 µM;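 active = inhibition of at least 40%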;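 note: mutant grown at 25 °C; 0% = DMSO wells with yeast and 100% = wells holding no yeast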
NLRP3 yeast inh – NALP3 inflammasome inhibitors in reconstituted yeast, primary screen, luminescence, uHTS; 330,000 compounds, 0.39% hits; inhibition, % at 10 µM; Yeast reconstituted NLRP3/ASC/caspase-1, beta-gal luminescence, 24 h;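 active = inhibition of 50% or more; inactive = inhibition below 50%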;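 note: plate controls were induced DMSO wells for no effect and uninduced yeast grown without galactose for full effect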
UPR XBP1 act – activators of adaptive XBP1 UPR arm, primary screen, cell-based, CHO-XBP1 luciferase reporter, luminescence, uHTS. activation, % at 20 µM. IRE1-XBP1 UPR activation; percent of tunicamycin response, DMSO as zero. 330,000 compounds, 0.33% hits;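 active = versus positive control, 20 µM dose yields 30% or more activation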;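 note: 100% = tunicamycin at 10 µg/mL and 0% = DMSO only wells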
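Assay system: CHO-XBP1 luciferase reporter cells; Schedule: 6 h treatment, 37 °C; Detection: glow luminescence from Steady-Glo reagent; Benchmarks: high control tunicamycin 10 µg/mL final, low control DMSO vehicle only.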
Mdm2-MdmX inh – inhibitors of human Mdm2-MdmX association, primary screen, cell-based, luminescence, split luciferase, SaOS-2, uHTS; Protein Mdm4 (Homo sapiens) + E3 ubiquitin-protein ligase Mdm2 (Homo sapiens), …; inhibition, % at 8 µM; 330,000 compounds, 3% hits; SaOS-2 split-luciferase Mdm2/MdmX complementation;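 active = inhibition of at least 50% at 8 µM in the primary screen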
An asterisk follows results filed as active.

Field names: A = tim23-1 inh; B = NR3A LBD binder; C = TIM10 inh; D = CHOP UPR activ; E = APJ ag; F = tim10-1 inh; G = NLRP3 yeast inh; H = UPR XBP1 act; I = Mdm2-MdmX inh
O=C(CCCN1C(=O)CCC1=O)Nc1ccc2c(c1)OCO2
  A = 9; B = -3; C = 2; D = 1.0; E = -1; F = 19; G = 23; H = -3; I = 13
CCC(C(=O)NCc1ccncc1)c1ccccc1 (centres undefined)
  A = -9; B = -3; C = 9; D = 1.2; E = -4; F = 0; G = 11; H = 0; I = 1
CCCn1c(C(O)c2ccc3c(c2)OCO3)nc2ccccc21 (centres undefined)
  A = 18; B = 1; C = 21; D = -2.0; E = -3; F = 22; G = 20; H = 1; I = 32
Cc1sc(NC(=O)C2CCCCC2C(=O)O)c(C(N)=O)c1-c1ccc(C(C)(C)C)cc1 (centres undefined)
  A = 6; B = 6; C = 20; D = -0.6; E = -2; F = 7; G = -3; H = 0; I = 9
Cn1cnnc1SCC(=O)Nc1cc(S(=O)(=O)N2CCCCC2)ccc1Cl
  A = 12; B = -1; C = 1; D = 0.4; E = -4; F = -4; G = 12; H = -3; I = 21
Cc1ccc2oc(C(=O)NCCC3CCCCO3)c(C)c2c1 (centres undefined)
  A = 34; B = 0; C = 1; D = -0.5; E = 0; F = 25; G = 41; H = -6; I = -107
COc1ccc(C(=O)N=c2sc3c(C)ccc(OC)c3n2C)cc1OC
  A = 23; B = 0; C = 3; D = 5.6; E = 4; F = 22; G = 9; H = 13; I = -94
Cc1nn(C(C)(C)C)c(C)c1/C=N/OC(=O)Nc1ccc(Cl)cc1
  A = 43; B = 11*; C = 26; D = -10; E = -5; F = 42*; G = 35; H = -11; I = 95*
O=C(NC(=S)NCCN1CCOCC1)c1ccccc1Cl
  A = 8; B = 4; C = -17; D = 1.0; E = 9; F = -2; G = 7; H = 5; I = -12
Cc1ccccc1NC(=S)Nc1cccc2cnccc12
  A = 10; B = -1; C = 11; D = 0.8; E = 16*; F = 12; G = 13; H = -3; I = 5
CC(C)(CNC(=O)c1ccc(Br)o1)N1CCOCC1
  A = 1; B = -5; C = 6; D = 0.2; E = 0; F = 15; G = 9; H = 1; I = -20
COc1ccccc1C(=O)Nc1ccnn1C1CCN(Cc2ccccc2OCCO)CC1
  A = -7; B = 3; C = 3; D = 0.2; E = 3; F = -1; G = 15; H = -3; I = 12
C=CCNC(=O)c1ccccc1NC(=O)c1ccccc1N(C)S(C)(=O)=O
  A = 4; B = -1; C = 2; D = -1.7; E = -6; F = 3; G = 27; H = -3; I = -21
COc1ccccc1-c1nnc(N(C)C(=O)C2CCCO2)s1 (centres undefined)
  A = 1; B = -3; C = 16; D = 2.2; E = 9; F = 6; G = 6; H = 0; I = -15
CC1CCN(CCCNC(=O)c2cc3c(=O)n(C)c4ccccc4c3n2C)CC1
  A = -8; B = 0; C = 2; D = -0.2; E = -3; F = 0; G = 4; H = 2; I = 40
FC(F)(F)c1ccccc1NC(=S)N1CCN(Cc2ccc3c(c2)OCO3)CC1
  A = 20; B = 1; C = 14; D = 1.3; E = 0; F = 2; G = 26; H = -3; I = -3
CC(=O)c1cccc(CN2CCC(CO)(CCCc3ccccc3)CC2)c1
  A = 5; B = 1; C = 0; D = 0.0; E = 2; F = 0; G = 7; H = 1; I = -12
CCC(C)NC(=O)c1ccc2c(Cl)c3c(nc2c1)CCC3 (centres undefined)
  A = 37; B = -1; C = 5; D = 3.8; E = -3; F = 20; G = -18; H = 2; I = -76
CC(=O)c1cccc(NC(=S)N2c3ccccc3CC2C)c1 (centres undefined)
  A = -2; B = -2; C = 11; D = 0.9; E = -3; F = 0; G = 18; H = -1; I = 20
Cc1nn(C)c(C)c1CN(C)C(=O)c1cc2n(n1)C(C(F)(F)F)CC(c1cccs1)N2 (centres undefined)
  A = 12; B = 0; C = 4; D = -1.7; E = 0; F = 18; G = -1; H = -4; I = 3
CN(Cc1ccccc1)S(=O)(=O)c1ccc2c(c1)n(C)c(=O)c(=O)n2C
  A = -22; B = -1; C = -9; D = -1.4; E = -1; F = -9; G = 11; H = -1; I = -24
Brc1cc2c(cc1/C=N/Nc1nc(N3CCCC3)nc(N3CCOCC3)n1)OCO2
  A = 8; B = -1; C = 21; D = 3.6; E = -6; F = 14; G = 19; H = 3; I = -17
CC(=O)c1ccc(NC(=S)N2CCN(CCN3C(=O)c4cccc5cccc(c45)C3=O)CC2)cc1
  A = 7; B = 1; C = -14; D = -1.5; E = 0; F = 16; G = 19; H = -2; I = 28
Cc1[nH]n(-c2ccccc2)c(=O)c1C=Nc1ccc(S(N)(=O)=O)cc1
  A = 6; B = 0; C = -7; D = -0.4; E = 0; F = 3; G = -1; H = 0; I = 9
Cn1nnc2cc(C(=O)NCc3ccc4c(c3)OCO4)ccc21
  A = 0; B = -6; C = 2; D = 1.3; E = 0; F = 7; G = 0; H = 0; I = 0
Cc1ccc(-c2nnc(Cc3ccc(Cl)cc3)o2)cc1
  A = 6; B = 0; C = -23; D = 2.0; E = -2; F = 15; G = 38; H = 5; I = -28
CCOc1ccc2c3c(c(=O)oc2c1OCC)CCCC3
  A = 52*; B = 4; C = 20; D = 2.7; E = -6; F = 39; G = 22; H = 1; I = 23
O=C1C(=O)N(CCOCCO)C(c2ccccn2)/C1=C(\O)c1ccccc1 (centres undefined)
  A = 4; B = 0; C = -5; D = -1.0; E = -5; F = 22; G = -1; H = 1; I = -24
CCN(CCC(=O)O)c1ccccc1
  A = 4; B = -1; C = -12; D = -2.5; E = -4; F = -2; G = 4; H = 1; I = -6
CCC(C)NC(=S)N(Cc1cc2cc(C)ccc2n2nnnc12)CC(C)(C)NC(C)C (centres undefined)
  A = 4; B = 2; C = 10; D = 0.7; E = -1; F = 7; G = 14; H = -4; I = 4
COc1ccccc1N1CCN(c2cc(C)nc3nc(C)nn23)CC1
  A = 11; B = -3; C = 8; D = -1.1; E = -1; F = 29; G = -6; H = 3; I = 13
CC(C)Cn1c(-c2cc([N+](=O)[O-])ccc2Cl)nc2c1c(=O)[nH]c(=O)n2Cc1ccccc1
  A = 15; B = 1; C = 18; D = 0.0; E = -2; F = 25; G = 2; H = 7; I = 16
C/C(=N\NC(=O)c1cc2ccccc2cc1O)c1ccc(C)o1
  A = 12; B = -4; C = 3; D = 2.2; E = 0; F = -1; G = 26; H = 6; I = 18
CCOC(=O)C1CCCN(Cc2nc3ccc([N+](=O)[O-])cc3c(=O)n2-c2ccc(OC)cc2OC)C1 (centres undefined)
  A = 17; B = -2; C = 22; D = -1.1; E = -2; F = 21; G = 0; H = -1; I = 16
CC1=NN(C(N)=S)C(=O)C1N=Nc1c(Cl)cc([N+](=O)[O-])cc1Cl (centres undefined)
  A = 38; B = 3; C = 11; D = 5.4; E = -3; F = 40; G = 45; H = -1; I = -23
Nc1ncc(Br)cc1S(=O)(=O)NCCC(=O)N1CCN(c2ncccn2)CC1
  A = 6; B = 0; C = -16; D = -1.3; E = 2; F = 1; G = 6; H = 1; I = -2
CCN(CC)CCOc1ccc(Br)cc1
  A = -2; B = -1; C = 4; D = 0.0; E = -3; F = -5; G = 6; H = -1; I = -7
CCC(C)NC(=O)c1csc2c1CCCCC2 (centres undefined)
  A = 1; B = 1; C = -16; D = 2.4; E = -3; F = 6; G = 22; H = 2; I = 2
Cc1cc(C)cc(NC(=O)CCN2C(=O)c3ccccc3S2(=O)=O)c1
  A = 24; B = 1; C = 4; D = 1.3; E = -4; F = 26; G = 10; H = 1; I = 14
Cc1c(C(=O)O)cccc1-c1ccc(/C=C2\SC(=O)NC2=O)o1
  A = 16; B = 2; C = 9; D = 2.0; E = -1; F = 21; G = 23; H = -8; I = 24
CC1CC(C)CN(CCCNC(=O)c2csc3c2CCCCC3)C1 (centres undefined)
  A = 3; B = 1; C = -5; D = -0.1; E = -1; F = 29; G = 12; H = 3; I = 24
O=S(=O)(c1ccc(Cl)s1)N1CCN(C/C=C/c2ccccc2)CC1
  A = 36; B = 1; C = -6; D = 0.0; E = -3; F = 2; G = 18; H = -1; I = -4
CCN(c1ccccc1)S(=O)(=O)c1ccc(C(=O)NCC(=O)Nc2ccc(F)c(F)c2F)cc1
  A = 12; B = -7; C = 3; D = 5.5; E = -4; F = 5; G = 5; H = -3; I = 37
O=C(Cn1cnc2scc(-c3ccccc3)c2c1=O)N1CCOCC1
  A = 12; B = 1; C = 8; D = -1.5; E = -1; F = 9; G = 19; H = -2; I = 0
COC(=O)COc1ccc(S(=O)(=O)N2CCCCC2)cc1[N+](=O)[O-]
  A = 3; B = -1; C = -3; D = -1.3; E = -3; F = 2; G = 15; H = -2; I = 21
Cn1ccnc1SCC(=O)c1c[nH]c2ccccc12
  A = 7; B = 1; C = 9; D = 2.2; E = -1; F = -13; G = 14; H = -3; I = -32
CC1=C(C(=O)Nc2ccccc2)C(c2ccc(N(C)C)cc2)NC(=O)N1 (centres undefined)
  A = 12; B = 0; C = 5; D = 0.6; E = -2; F = 15; G = 3; H = 8; I = -8
COC(=O)CSc1ncnc2c1cnn2-c1ccc(C)cc1C
  A = 28; B = 0; C = -6; D = -0.4; E = -1; F = 17; G = 5; H = -1; I = 6
O=C(NCc1ccccn1)c1ccc2c(=O)n3nc(Nc4ccccc4)sc3nc2c1
  A = 5; B = 0; C = -3; D = 1.3; E = -2; F = -24; G = 6; H = -3; I = 21
COc1cc(C(=O)OCC(=O)NCCC2=CCCCC2)ccc1OCC(C)C
  A = 2; B = 0; C = 4; D = -1.9; E = -6; F = 2; G = 4; H = -2; I = -8
COc1ccc(NS(=O)(=O)c2ccc3oc(=O)ccc3c2)cc1
  A = 21; B = 1; C = 9; D = -1.0; E = -3; F = 15; G = 26; H = -4; I = -4
Cc1ccc(OCC(=O)c2ccc(Cl)s2)c([N+](=O)[O-])n1
  A = 4; B = -5; C = 0; D = 6.9; E = -1; F = -20; G = 22; H = 0; I = 13
COc1ccc(NC(=O)CSc2nnc(-c3ccco3)c(-c3ccco3)n2)cc1OC
  A = 4; B = -4; C = -3; D = 2.5; E = 0; F = 7; G = -4; H = 1; I = 5

High-throughput results as filed in PubChem BioAssay.
